Source: PubChem
NOD2 RIPK2 PPI = NOD2-RIPK2 protein interaction inhibition; O43353; CHO BLA complementation NOD2-RIPK2, CCF4 ratio; inhibition, % at 4.98 µM; 360,000 tested, 0.38% active; AID 624267; in the data active = inhibition above about 21%;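 also: 0% = vehicle only and 100% = reference blocker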
SRC2 inh = inhibits human steroid receptor coactivator 2; inhibition, % at 9 µM; 370,000 tested, 0.17% active; HEK293 GAL4-SRC2 luciferase reporter, luminescence;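 active = inhibition above the mean inhibition of all tested compounds plus 3 SD, set per campaign, cut at about 52% in these data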;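 also: 0% = DMSO treated cells and 100% = cells given Gossypol at 36 µM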
SRC1 inh = human NCOA1 inhibition; inhibition, % at 3.6 µM; 360,000 tested, 0.12% active; HEK293 GAL4-SRC1 luciferase reporter, luminescence;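 active = inhibition above the campaign mean plus 3 SD, with each screening campaign given its own cutoff, cut at about 60% in these data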;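 also: 0% = DMSO treated cells and 100% = gossypol at 36 µM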
Granule exo inh = lytic granule exocytosis inhibition | TALL-104 LAMP-1 surface exposure, flow cytometry; cells stimulated with thapsigargin and PMA | inhibition, % at 10 µM | 360,000 tested, 0.66% active;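 active = inhibition above about 55%, limit read from the data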
SRC3 inh = inhibits human SRC3 coactivator. Q9Y6Q9. HEK293 GAL4-SRC3 luciferase reporter, luminescence. inhibition, % at 3.6 µM. 360,000 tested, 0.17% active. AID 588352;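 active = inhibition above a per-campaign cutoff, the mean of all compounds plus 3 SD, cut at about 60% in these data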;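 also: 0% = DMSO-treated cells and 100% = gossypol-treated cells at 36 µM; higher means less SRC3-driven luciferase light from the GAL4 reporter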
TWEAK Fn14 block = inhibitors of TWEAK-Fn14 interaction signaling | TWEAK-stimulated Fn14 reporter cells, luciferase luminescence, 8 h | inhibition, % at 10 µM | 360,000 tested, 2% active | AID 1159606; in the data active = inhibition above about 50%
TROY NFkB inh = TROY signaling inhibition; Q293 LMP1-TROYcd NF-kB luciferase reporter, 4 h; inhibition, % at 10 µM; 360,000 tested, 0.98% active;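 active = compounds whose plate-normalised and pattern-corrected inhibition of the luciferase reporter signal at the single screening dose is 50% or more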
TLR9-MyD88 inh = inhibitors of human TLR9-MyD88 binding; Q9NR96+Q99836; CHO BLA complementation TLR9-MyD88, CCF4 FRET ratio; inhibition, % at 4.98 µM; 340,000 tested, 0.21% active;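 active = inhibition above the mean over all tested compounds plus 3 SD, cut at about 21% in these data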;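 also: 0% = DMSO only wells and 100% = clavulanate BLA inhibitor control wells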
Target sequence (Q99836 whole entry, looked up): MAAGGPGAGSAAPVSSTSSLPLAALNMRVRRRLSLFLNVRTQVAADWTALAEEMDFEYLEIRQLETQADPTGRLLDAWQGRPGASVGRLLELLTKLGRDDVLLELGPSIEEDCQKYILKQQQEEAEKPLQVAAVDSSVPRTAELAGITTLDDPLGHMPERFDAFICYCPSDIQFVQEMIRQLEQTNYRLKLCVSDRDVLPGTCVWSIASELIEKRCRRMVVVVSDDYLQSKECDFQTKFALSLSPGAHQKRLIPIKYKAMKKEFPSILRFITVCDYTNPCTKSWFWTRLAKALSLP
Target sequence (Q9NR96 whole entry, looked up): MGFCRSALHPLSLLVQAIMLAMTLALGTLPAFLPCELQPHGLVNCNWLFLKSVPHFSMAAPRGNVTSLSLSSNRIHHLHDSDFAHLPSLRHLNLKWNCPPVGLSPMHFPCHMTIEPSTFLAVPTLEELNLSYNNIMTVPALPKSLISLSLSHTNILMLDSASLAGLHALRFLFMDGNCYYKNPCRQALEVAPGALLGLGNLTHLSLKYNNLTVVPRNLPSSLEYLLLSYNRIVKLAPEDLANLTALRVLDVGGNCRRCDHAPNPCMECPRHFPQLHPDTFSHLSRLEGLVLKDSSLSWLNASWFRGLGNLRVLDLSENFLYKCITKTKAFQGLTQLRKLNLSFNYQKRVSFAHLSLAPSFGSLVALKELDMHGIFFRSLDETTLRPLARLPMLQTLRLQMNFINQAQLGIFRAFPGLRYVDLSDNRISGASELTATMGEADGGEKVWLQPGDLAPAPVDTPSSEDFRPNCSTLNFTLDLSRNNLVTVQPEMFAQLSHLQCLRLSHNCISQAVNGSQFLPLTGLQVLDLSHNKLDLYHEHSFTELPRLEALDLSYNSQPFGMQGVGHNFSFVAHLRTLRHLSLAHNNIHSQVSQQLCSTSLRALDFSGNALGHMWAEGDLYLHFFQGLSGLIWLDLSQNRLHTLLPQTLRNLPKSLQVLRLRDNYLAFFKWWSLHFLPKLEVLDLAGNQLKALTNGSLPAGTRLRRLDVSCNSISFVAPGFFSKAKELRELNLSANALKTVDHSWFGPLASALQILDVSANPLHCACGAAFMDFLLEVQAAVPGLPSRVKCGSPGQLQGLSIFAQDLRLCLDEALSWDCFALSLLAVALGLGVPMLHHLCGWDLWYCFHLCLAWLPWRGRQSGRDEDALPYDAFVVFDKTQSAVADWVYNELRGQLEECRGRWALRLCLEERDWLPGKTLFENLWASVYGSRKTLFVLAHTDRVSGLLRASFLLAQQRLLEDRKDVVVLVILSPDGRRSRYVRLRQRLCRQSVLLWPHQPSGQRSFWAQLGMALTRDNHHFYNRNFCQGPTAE
NR5A2 inv ag = suppresses constitutive activity of human LRH-1; HEK293T StAR-luciferase reporter, LRH-1 transfected, 24 h; AID 602396; O00482; 360,000 tested, 0.13% active; inhibition, % at 3.6 µM;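 active = inhibition above the mean inhibition of all tested compounds plus 3 SD, cut at about 73% in these data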;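 also: 0% = DMSO wells and 100% = reporter-only cells lacking LRH-1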
ABHD5-PLIN5 inh = inhibitors of human ABHD5-perilipin-5 interaction | Q00G26+Q8WTS1 | Split G. princeps luciferase complementation, luminescence, 4 h | inhibition, % at 4 µM | 360,000 tested, 0.78% active | AID 602281;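 active = inhibition above the mean inhibition across every tested compound plus 3 SD, cut at about 22% in these data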;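 also: 0% = DMSO only wells and the 100% control is not disclosed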
NR2F2 inh = inhibitors of human COUP-TFII (NR2F2); inhibition, % at 8.6 µM; HEK293T NGFI-A luciferase reporter, luminescence; AID 686940; 370,000 tested, 0.7% active; P24468;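 active = inhibition above a per-plate cutoff, mean inhibition of test wells between control levels plus 3 SD, cut at about 38% in these data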;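 also: cells cotransfected with COUP-TFII expression vector driving the NGFI-A reporter; 0% = median of COUP-TF2 test wells and 100% = reporter-only cells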
An asterisk follows results filed as active; . = no result given.

SMILES	NOD2 RIPK2 PPI	SRC2 inh	SRC1 inh	Granule exo inh	SRC3 inh	TWEAK Fn14 block	TROY NFkB inh	TLR9-MyD88 inh	NR5A2 inv ag	ABHD5-PLIN5 inh	NR2F2 inh
O=C(CSc1oc(-c2cccs2)nc1S(=O)(=O)c1ccc(F)cc1)NCC1CCCO1 (stereo unspecified)	-8	2	-2	-1	-6	31	7	-5	1	2	19
Cc1ccc(OC(C)C(=O)Nc2ccc3c(c2)n(C)c(=O)n3C)cc1C (stereo unspecified)	8	-16	-4	2	3	-1	8	10	10	-9	-15
Cc1cc(Nc2ccccc2)n(CCO)n1	-12	-16	19	12	25	-3	12	-1	19	9	-6
O=C1CC(N2CCN(c3nc4ccccc4s3)CC2)C(=O)N1c1cccc(F)c1 (stereo unspecified)	-3	3	-16	-2	9	4	3	-3	2	-4	-3
CC(C)CNc1cc(N2CCCC2)ccc1[N+](=O)[O-]	9	-8	-3	4	19	14	2	-8	4	-4	14
N#CCSc1nnc(-c2ccc(S(=O)(=O)N3CCOCC3)cc2)n1CC1CCCO1 (stereo unspecified)	-8	-20	-11	-2	-3	-7	-36	1	-26	2	1
Nc1[nH]c(C(=O)c2ccccc2)c(-c2cccnc2)c1C(=O)NC1CCCCC1	-10	4	.	-6	.	0	-17	.	19	-2	-4
CN(CCO)c1nc(NCc2ccccc2)c2cnn(C)c2n1	-16	21	20	-6	24	-10	4	1	-14	-7	0
COc1ccc2[nH]c(=O)c(CN(CC3CCCO3)C(=S)Nc3ccccc3)cc2c1 (stereo unspecified)	-8	24	6	-2	10	-1	-10	7	0	1	-6
COc1ccc2nc(NC(=O)C3=NN(c4ccccc4)C(=O)CC3)sc2c1	-2	-14	-26	-2	-5	8	6	-10	4	-10	6
CC(=O)[C@@]1(O)[C@H](C)CC2C3CC=C4CC(OP(=O)(O)O)CC[C@]4(C)C3CC[C@@]21C (stereo partly specified)	-1	2	14	-9	14	-11	-6	-8	4	0	-25
CCCCCCCC(=O)NNC(=O)CC(=O)Nc1ccccc1C(=O)O	-14	4	0	0	16	8	-19	-6	-13	9	15
COc1ccc(/C=C/C(=O)c2ccc(OC)cc2O)cc1	4	-26	-5	1	-10	5	-66	4	17	3	1
O=C(Cc1cccs1)N/N=C/c1ccco1	-11	-22	-18	2	2	-25	-7	-2	-18	-2	10
COc1ccc(NCC(=O)Nc2ccc(C#N)cc2)cc1Cl	6	-14	7	8	-1	-8	-27	1	-17	-11	-4
CC(NCc1ccc(S(N)(=O)=O)cc1)C(=O)NCc1ccccc1 (stereo unspecified)	-7	0	8	0	-14	25	-2	-7	-17	1	16
COC(=O)CSC1=C(C#N)C(c2sccc2C)CC(=O)N1 (stereo unspecified)	0	5	1	5	11	10	-1	-4	2	-2	18
Cc1ccccc1CN(c1ccc(C(=O)NCc2cccnc2)cc1)S(C)(=O)=O	-6	-1	22	0	14	6	-3	-23	-4	-2	8
Nc1ccnn1Cc1cccnc1	-7	14	-21	2	6	4	18	6	0	-13	-4
N#C/C(=N/Nc1ccc(S(=O)(=O)N2CCOCC2)cc1)C(N)=O	-6	-9	-13	1	-1	-2	-2	0	11	-2	-14
COc1ccc(C(=O)NCC2CCCCC2)cc1S(=O)(=O)N1CCOCC1	2	0	16	-17	3	-14	7	-6	11	7	-13
Cc1oc2ccccc2c1CC(=O)NCCCN(C)C	-3	-48	-13	3	1	4	-9	.	-15	-6	3
O=C(CCc1ccccc1)NNC(=O)Nc1ccc(Cl)cc1	3	-27	-8	15	-29	-14	12	0	4	-4	5
O=C(Nc1ccccc1Cl)c1cc2ccccc2o/c1=N\O	0	-49	-95	-8	-98	-16	-14	10	-112	-2	-31
CC(C)(C)C(=O)NC(=S)NNC(=O)c1sc2ccccc2c1Cl	-14	.	27	23	40	100*	86*	30*	29	-5	.

(more compounds)
SMILES	NOD2 RIPK2 PPI	SRC2 inh	SRC1 inh	Granule exo inh	SRC3 inh	TWEAK Fn14 block	TROY NFkB inh	TLR9-MyD88 inh	NR5A2 inv ag	ABHD5-PLIN5 inh	NR2F2 inh
CCC(C)c1ccc(C(C)NC(=S)NCc2ccc(F)cc2)cc1 (stereo unspecified)	-14	-26	30	-2	20	6	40	2	8	-11	12
CCNc1ccccc(C(=O)/C=C/c2ccc3c(c2)OCO3)c1=O	-3	-3	10	3	8	0	6	0	-11	21	-4
CCN(CC)CCCNS(=O)(=O)c1ccc(OC)cc1	-7	5	-7	-1	0	-1	4	-6	-2	6	4
CCOCCCNC(=O)c1ccc(N2CCCC2)c(NS(=O)(=O)c2ccc(C)cc2)c1	-5	1	-7	7	-8	13	15	5	-21	-5	14
C=CCOc1ccc(/C=C/C(=O)OCC(=O)Nc2c(C)n(C)n(-c3ccccc3)c2=O)cc1	-15	-27	-10	-5	-24	3	-6	-14	8	4	-6
O=C(CCN1C(=O)C2CC=C(Cl)CC2C1=O)Nc1ccccc1O (stereo unspecified)	4	10	3	2	4	-9	15	-2	-7	3	7
Cc1ccc(S(=O)(=O)Nc2cccc(NC(=O)CN3CCCCC3)c2)cc1	9	-1	-14	-2	-15	4	0	6	10	1	14
O=C(NCC(c1cccnc1)N1CCN(c2ccccc2F)CC1)C1CCCCC1 (stereo unspecified)	-3	2	3	-2	3	85*	.	6	-11	2	18
COC(=O)c1ccc(CSc2nc3ccc(C)cc3[nH]2)o1	-3	-20	-25	-1	-25	-3	-33	-9	3	0	7
O=C(Cn1cnc2ccccc2c1=O)Nc1ccc2c(c1)OCO2	-3	-24	-54	-2	-43	-32	-41	2	-30	-2	-25
CC(=O)N1CCc2cc(S(=O)(=O)NC3CCCCC3)ccc21	-1	2	-4	3	-1	17	6	-3	5	-4	10
Cc1cc(C)c2[nH]c(C)c(CN3CCCCCC3)c(=O)c2c1	6	-8	13	1	-1	-19	-3	-21	-6	-11	20
O=C(COC(=O)CCOc1ccccc1)Nc1ccc(Cl)cn1	-2	-15	-4	-12	12	-12	-12	14	13	-1	-10
CSCCCNC(=S)Nc1cccc(S(=O)(=O)NC2=NCCC2)c1	6	-28	-4	0	-9	-12	-14	4	1	-3	-5
COc1cc2[nH]c(=S)nc(NCC3CCCO3)c2cc1OC (stereo unspecified)	-8	9	-1	-4	21	-6	-6	-7	17	10	3
CCc1ccccc1Nc1nc(N)nc(COC(=O)CCC(=O)c2ccc(F)cc2)n1	9	.	11	1	13	-11	42	-1	7	-1	.
O=S(=O)(NCC1OCCc2ccccc21)c1ccc(S(=O)(=O)N2CCOCC2)cc1 (stereo unspecified)	1	7	-2	-1	12	-22	14	-1	7	5	-4
O=C(N/N=C/c1ccc(N2CCOCC2)cc1)C1COc2ccccc2O1 (stereo unspecified)	0	-6	7	-6	-7	1	-38	-7	-7	-7	8
CCCc1ccc(OCc2ccc(C(=O)OC)o2)c(OC)c1	0	.	-69	-4	-53	-35	-40	-3	-168	3	.
CCCCn1nc(C(=O)N(C)CC(=O)Nc2cccc(F)c2)c2ccccc2c1=O	-6	-8	-4	-5	0	-3	4	-30	0	-22	9
O=C(Nc1cc(C(F)(F)F)ccc1-n1cncn1)c1ccc(Cl)cc1	-11	-17	-5	0	4	-1	-2	4	-10	-1	1
O=C(Nc1cccc(Cl)c1)c1cc2c(=O)n3ccccc3nc2s1	-15	10	-10	-1	-27	-40	-8	4	-2	4	-2
COc1ccc(/C=N/Nc2ccccn2)c(OC)c1OC	8	-58	-55	-4	-58	-42	-14	9	-65	-6	-43
CCOC(=O)c1cccc(NC(=O)/C=C/c2ccc([N+](=O)[O-])cc2)c1	0	5	-52	14	24	79*	57*	8	-16	1	-13
CN(C)CCCNCCCNC(=O)/C(=N\O)c1ccccc1	-2	-13	-5	3	15	1	3	-6	4	-8	2
CCOC(=O)Cn1c(C)c(Br)c(=O)c2cccc(C)c21	-6	-1	-3	-1	16	3	-2	-8	5	1	-3
CC1CCCC(C)N1C(=O)COC(=O)Cc1ccc(F)cc1 (stereo unspecified)	-2	-6	7	2	-1	0	5	8	48	-9	-12
Cc1ccc(NS(=O)(=O)c2cc3[nH]c(=O)c(=O)[nH]c3cc2C)c(C)c1	-14	-13	-8	-2	14	1	-16	-5	8	3	12
O=C(/C=C/c1ccc(F)cc1)c1cc(Br)ccc1O	-3	-18	-19	-3	-14	-13	-7	7	-12	-5	-7
O=C(O)COc1cccc2nsnc12	4	25	3	-2	-15	10	13	4	11	2	10

Some of the entries so far, with two lines to a compound.
Each structure is followed by: NOD2 RIPK2 PPI, SRC2 inh, SRC1 inh, Granule exo inh, SRC3 inh, TWEAK Fn14 block, TROY NFkB inh, TLR9-MyD88 inh, NR5A2 inv ag, ABHD5-PLIN5 inh, NR2F2 inh
> CCCc1ccc(OCc2ccc(C(=O)OC)o2)c(OC)c1
    0, ., -69, -4, -53, -35, -40, -3, -168, 3, .
> CCCCn1nc(C(=O)N(C)CC(=O)Nc2cccc(F)c2)c2ccccc2c1=O
    -6, -8, -4, -5, 0, -3, 4, -30, 0, -22, 9
> O=C(Nc1cc(C(F)(F)F)ccc1-n1cncn1)c1ccc(Cl)cc1
    -11, -17, -5, 0, 4, -1, -2, 4, -10, -1, 1
> O=C(Nc1cccc(Cl)c1)c1cc2c(=O)n3ccccc3nc2s1
    -15, 10, -10, -1, -27, -40, -8, 4, -2, 4, -2
> COc1ccc(/C=N/Nc2ccccn2)c(OC)c1OC
    8, -58, -55, -4, -58, -42, -14, 9, -65, -6, -43
> CCOC(=O)c1cccc(NC(=O)/C=C/c2ccc([N+](=O)[O-])cc2)c1
    0, 5, -52, 14, 24, 79*, 57*, 8, -16, 1, -13
> CN(C)CCCNCCCNC(=O)/C(=N\O)c1ccccc1
    -2, -13, -5, 3, 15, 1, 3, -6, 4, -8, 2
> CCOC(=O)Cn1c(C)c(Br)c(=O)c2cccc(C)c21
    -6, -1, -3, -1, 16, 3, -2, -8, 5, 1, -3
> CC1CCCC(C)N1C(=O)COC(=O)Cc1ccc(F)cc1 (stereo unspecified)
    -2, -6, 7, 2, -1, 0, 5, 8, 48, -9, -12
> Cc1ccc(NS(=O)(=O)c2cc3[nH]c(=O)c(=O)[nH]c3cc2C)c(C)c1
    -14, -13, -8, -2, 14, 1, -16, -5, 8, 3, 12
> O=C(/C=C/c1ccc(F)cc1)c1cc(Br)ccc1O
    -3, -18, -19, -3, -14, -13, -7, 7, -12, -5, -7
> O=C(O)COc1cccc2nsnc12
    4, 25, 3, -2, -15, 10, 13, 4, 11, 2, 10

Not all compounds are listed. The share of hits here may be higher or lower than overall.
